human PMI inhibitors: MPI inhibition at elevated mannose 6-phosphate – biochemical, fluorescence intensity, high mannose 6-phosphate, primary screen (AID 1220); recombinant PMI enzyme, coupled fluorescence intensity; higher % means a stronger effect; inhibition, % at 20 µM, or IC50 in µM where a hit was titrated; 190,000 tested, 0.66% active
Hep lipid drop: hepatic lipid droplet formation modulation; 240,000 tested, 0.4% active; AML12 mouse hepatocytes, oleate lipid droplets, BODIPY imaging; inhibition, % at 6.5 µM;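 active = lipid droplet intensity inhibited by at least 50%, with more than 500 cells counted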
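Test system: AML12 hepatocytes (mouse); reagent: oleate loading, 100 µM; dosing: one dose, 6.5 µM compound; incubation: overnight exposure; signal: fluorescence imaging, 20x objective, two fields per well; read-out basis: % inhibition of corrected integrated BODIPY droplet signal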
Myeloid diff 2: myeloid differentiation induction. ER-HoxA9 myeloid progenitors, lysozyme-GFP differentiation, flow cytometry. calls only at 10 µM. AID 624256. 360,000 tested, 1% active;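 active = normalized GFP-positive differentiation at or above the plate's own cutoff, the solvent-only control mean plus 3 SD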;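 note: cells exposed to compound for four days before flow analysis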
UTI89 phage lysis: protection from phage-mediated lysis, alamar blue read-out – E. coli UTI89, K1F phage, bacterial capsule biogenesis inhibitors (AID 488966). E. coli UTI89 K1F phage lysis, alamar blue, 2 h; higher % means a stronger effect. inhibition, % at 100 µM; hits with a dose series show IC50 in µM. 340,000 tested, 0.02% active;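 active = phage lysis inhibition, versus mean bacterial control, above a set limit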;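 note: capsule biogenesis inhibitors block K1F phage lysis so surviving cells raise fluorescence; higher fluorescence means more inhibition of phage lysis; actives were called in the ten point dose series up to 300 µM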
PMI inhibitors: MPI enzyme activity inhibition – biochemical, fluorescence intensity, coupled assay, primary screen (AID 1209); purified PMI enzyme, coupled fluorescence intensity; higher % means a stronger effect; inhibition, % at 20 µM; hits with a dose series show IC50 in µM; 190,000 tested, 0.42% active;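 note: plate controls were DMSO vehicle for no effect and wells lacking substrate for full effect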
CSM14.1 death rescue: rescue of cells from ER stress-induced death, primary screen, 384-well, CSM14.1, thapsigargin, ATP luminescence (AID 1222) | cellular ATP content (survival), % at 20 µM; hits with a dose series show EC50 in µM | CSM14.1 thapsigargin-induced death rescue, ATP luminescence; higher % means a stronger effect | 190,000 tested, under 10 active;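 active = EC50 below 50 µM in the dose-response confirmation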;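 note: death triggered by thapsigargin at about 15 µM added after 2 h compound pretreatment; cell ATP read after overnight thapsigargin exposure of roughly 18 to 22 hours; normalized against plate controls of thapsigargin alone and 5% DMSO vehicle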
TNAP activation fold: human TNAP enzyme activators, primary screen, biochemical, luminescent, no phosphate acceptor, uHTS (AID 1001). purified TNAP, luminescent activation assay, no phosphate acceptor; higher activation fold means a stronger effect. 200,000 tested, 0.03% active. activation fold at 20 µM; hits with a dose series show EC50 in µM; in the data active = activation fold from about 3, or a potency from the dose series; inactive = the rest, 99 in 100 with activation fold below about 1.6; note: many of its hits are not listed in these tables
P. falciparum M1AAP: P. falciparum M1AAP inhibitors, biochemical, fluorogenic H-Leu-NHMec substrate, 1536-well (AID 1445). recombinant M1AAP, H-Leu-NHMec fluorogenic kinetic assay; higher % means a stronger effect. inhibition, % at 30 µM; hits with a dose series show IC50 in µM. 220,000 tested, 0.42% active;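 active = primary inhibition above the hit cutoff, then over 50% inhibition at one or more dose response concentrations, cut at about 23% in these data, passing the limit was not always enough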;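 note: plate controls were DMSO full reaction for no effect and no enzyme background for full effect; strong numbers were not always called active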
WT yeast gro inh: growth inhibition of WT yeast, mitochondrial fusion screen. mitochondrial fusion phenotypic screen, WT strain. inhibition, % at 10 µM. 190,000 tested, 2.1% active. AID 1362; in the data active = inhibition above about 58%; tested in S. cerevisiae
WT yeast gro inh mutant strain: also measured in WT yeast gro inh; calls as there; inhibition, %; mitochondrial fusion phenotypic screen, mutant strain inhibition
Hep lipid drop cells 6.5 µM: further read-out of Hep lipid drop, marked with its call; cell count; measured here: cell count, cytotoxicity flag;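 cells counted across two imaged fields per well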
Myeloid diff 2 GFP+ MAC1+ %: second read-out of Myeloid diff 2, no call of its own (marks repeat the call); GFP+ MAC1+ double positive, %; measured here: differentiation confirmed by MAC1 staining
Numbers without * were called inactive; i = inactive; · = no result given; + = active, no number; [ ] = another dose, or the depositor's remark. Cut-off read from the data, not from the text of the source, unless noted: active = inhibition above about 50%; inactive = the rest.

SMILES	human PMI inhibitors	Hep lipid drop	Hep lipid drop cells 6.5 µM	Myeloid diff 2	Myeloid diff 2 GFP+ MAC1+ %	UTI89 phage lysis	PMI inhibitors	CSM14.1 death rescue	TNAP activation fold	P. falciparum M1AAP	WT yeast gro inh	WT yeast gro inh mutant strain
Cc1nc(S(=O)(=O)c2cccc(Cl)c2)nc2c1CCC2	-1%	·	·	i	1.3	-0.1%	-4%	4.8%	1.1	2%	-2	3
O=C(CSc1cn(CCNC(=O)c2cccs2)c2ccccc12)NCC1CCCO1 (stereo unspecified)	-1%	25	559	i	4.9	-0.5%	-1%	-1.4%	1.1	2%	9	4
O=[N+]([O-])c1cc(-c2cnc3ccccc3n2)ccc1Oc1ccc(F)cc1	8%	·	·	i	0.8	5.0%	20%	7.9%	1	2%	·	·
Cc1ccc(C(=O)NCCCNc2ccccc2[N+](=O)[O-])cc1	2%	-3	582	i	0.3	-0.2%	4%	0.0%	0.9	2%	19	7
CCSCc1nnc(SCC(=O)Nc2nc(C)cs2)n1C	5%	·	·	·	·	·	0%	-1.1%	1	0%	6	2
O=C(CNC1CCCCC1)Nc1ccc([N+](=O)[O-])cc1C(=O)Nc1ccccc1F	-3%	-3	673	i	0.2	0.4%	-6%	0.3%	1	6%	22	23
O=C1CCC(C(=O)OCC(=O)C23CC4CC(CC(C4)C2)C3)N1 (stereo unspecified)	6%	·	·	i	1.4	0.5%	-4%	-0.4%	1.1	8%	4	-6
COc1ccc(CCNC(=O)CCn2c(=O)[nH]c3cc(OC)c(OC)cc3c2=O)cc1OC	0%	19	736	i	0.6	0.3%	-2%	-3.9%	1.1	9%	-1	3
CC(=O)Oc1ccccc1C1=NN(C(=O)/C=C/c2ccccc2)C(c2ccccc2)C1 (stereo unspecified)	3%	-23	672	i	0.4	3.7%	10%	4.0%	1.1	-1%	57	25
CNCCCOc1ccc(C(C)(C)c2ccccc2)cc1	-6%	-2	712	·	·	·	-2%	-3.4%	1	-4%	23	25
Cn1c(CNC(=O)c2ccccc2F)nnc1SCc1ccc(Cl)cc1	0%	14	689	i	1.3	-0.5%	-1%	1.8%	1.1	8%	4	10
CCOC(=O)c1nnn(-c2nonc2N)c1-c1ccc(Br)cc1	2%	-6	715	i	0.5	0.5%	5%	-1.1%	1.2	-5%	29	6

A few values from the entries so far:
Result of `O=C(CNC1CCCCC1)Nc1ccc([N+](=O)[O-])cc1C(=O)Nc1ccccc1F` in WT yeast gro inh mutant strain: 23
Result of `CCSCc1nnc(SCC(=O)Nc2nc(C)cs2)n1C` in WT yeast gro inh mutant strain: 2

Reprinted at random: three entries already listed, in no set order.
SMILES	human PMI inhibitors	Hep lipid drop	Hep lipid drop cells 6.5 µM	Myeloid diff 2	Myeloid diff 2 GFP+ MAC1+ %	UTI89 phage lysis	PMI inhibitors	CSM14.1 death rescue	TNAP activation fold	P. falciparum M1AAP	WT yeast gro inh	WT yeast gro inh mutant strain
O=C(CSc1cn(CCNC(=O)c2cccs2)c2ccccc12)NCC1CCCO1 (stereo unspecified)	-1%	25	559	i	4.9	-0.5%	-1%	-1.4%	1.1	2%	9	4
O=C1CCC(C(=O)OCC(=O)C23CC4CC(CC(C4)C2)C3)N1 (stereo unspecified)	6%	·	·	i	1.4	0.5%	-4%	-0.4%	1.1	8%	4	-6
CC(=O)Oc1ccccc1C1=NN(C(=O)/C=C/c2ccccc2)C(c2ccccc2)C1 (stereo unspecified)	3%	-23	672	i	0.4	3.7%	10%	4.0%	1.1	-1%	57	25

Next part.
SMILES	human PMI inhibitors	Hep lipid drop	Hep lipid drop cells 6.5 µM	Myeloid diff 2	Myeloid diff 2 GFP+ MAC1+ %	UTI89 phage lysis	PMI inhibitors	CSM14.1 death rescue	TNAP activation fold	P. falciparum M1AAP	WT yeast gro inh	WT yeast gro inh mutant strain
O=P(OCC1CC1)(c1ccccc1)c1ccccc1	1%	-14	674	i	2.0	1.6%[50 µM]	6%	-1.2%	1	2%	-12	-12
Nc1c(C(=O)NCCc2ccc(Cl)cc2)sc2ccc(S(=O)(=O)N3CCCCC3)cc12	12%	0	656	·	·	·	17%	4.6%	0.9	1%	23	3
Cc1oc(-c2ccc(Cl)cc2)cc1C(=O)O	·	18	662	i	0.3	-1.4%	·	·	·	-4%	·	·
CCc1ccc(NC(=O)CSc2nc3ccccc3c(=O)n2CCCN2CCC(C)CC2)cc1	-11%	-19	690	i	1.0	1.8%	-4%	1.4%	1.4	1%	79*	62*
O=C(NCC1(N2CCCCC2)CCCCC1)c1ccc(S(=O)(=O)N2CCCC2)cc1	·	-5	710	i	0.5	1.7%[50 µM]	·	·	·	-2%	·	·
O=C(c1ccco1)N(CCC(c1ccccc1)c1ccco1)Cc1ccc(F)cc1 (stereo unspecified)	13%	·	·	+	5.4*	6.2%	21%	0.8%	1	1%	47	24
Cc1ccc(CNn2cnnc2SCc2ccc(F)cc2)cc1	0%	-5	695	i	0.8	-0.1%	3%	-2.6%	1	-5%	4	-18
O=C(c1ccc(C(F)(F)F)cc1)N1CCC(=O)N(C(COCc2ccccc2)Cc2ccccc2)CC1 (stereo unspecified)	-5%	-3	761	i	2.3	0.0%	-4%	-2.7%	1	-2%	36	14
COCCNC(=O)CSc1nc(N)c(NC(=O)c2ccccc2F)c(=O)[nH]1	6%	-18	339	i	0.7	2.9%	9%	-2.5%	1.1	5%	1	10
O=C(O)CCn1ccnc1-c1ccccc1	-7%	1	737	i	1.2	1.3%	-3%	-1.6%	1.1	1%	13	5
CC(NC(=O)COC(=O)CCNC(=O)c1ccco1)C12CC3CC(CC(C3)C1)C2 (stereo unspecified)	3%	·	·	i	0.5	0.4%	0%	·	1.2	6%	-35	-12
O=C(COC(=O)/C=C/C(=O)OCC(=O)NC12CC3CC(CC(C3)C1)C2)NC12CC3CC(CC(C3)C1)C2	7%	-21	657	i	1.0	0.1%	10%	-0.9%	0.9	-1%	-11	-13
COc1ccc(OC)c(-n2c(C)cc(C=O)c2C)c1	15%	4	665	i	0.8	0.4%	12%	0.4%	1	10%	6	6
Cc1ccc(NC(=O)CCSc2nc(C)cc(C)n2)cc1	0%	-5	768	i	1.2	0.1%	0%	3.0%	1	8%	·	·
CC1=NN(CCC#N)C(=O)/C1=C/c1ccc(N(C)C)cc1	2%	-9	667	i	0.6	0.3%	-1%	-1.1%	0.6	18%	14	-15
CCOc1cccc(C(=O)NC(=S)Nc2ccc(N3CCCC3)cc2)c1	18%	15	632	i	1.0	0.3%	20%	-2.0%	1.1	14%	31	33
CCOc1ccc(CN2CCC(C(=O)N3CCN(c4ccccc4F)CC3)CC2)cc1OC	8%	-26	685	i	1.0	-0.3%	13%	·	1.1	-8%	-7	11
O=C1c2ccc([N+](=O)[O-])cc2NC(c2ccco2)N1/N=C/c1ccco1 (stereo unspecified)	·	2	638	i	0.4	-0.3%	·	·	·	4%	·	·
COc1ccc(Cc2nnc(SCC(=O)NCC3CCCO3)o2)cc1 (stereo unspecified)	-6%	·	·	i	1.1	1.3%	-6%	-1.6%	1	0%	5	-1
CN(C)C(CN=C1NS(=O)(=O)c2ccccc21)c1ccco1 (stereo unspecified)	-3%	0	667	i	0.5	-1.1%	-7%	0.8%	1.1	3%	4	8
CC1(C)COC(c2cc([N+](=O)[O-])ccc2Cl)=N1	9%	4	787	i	2.1	0.7%	6%	1.9%	1.1	1%	25	-23
Cc1ccc(CCN2CC(C(=O)NCc3ccco3)CC2=O)cc1 (stereo unspecified)	3%	·	·	·	·	0.1%	4%	30%	1.1	-1%	-16	2
COc1ccc(OCCCn2c(=O)oc3ccccc32)cc1	6%	-6	740	i	0.7	0.1%	-9%	0.4%	1	13%	-12	-16
COc1ccc(-c2cc(O)cc(O)c2)cc1	16%	-2	619	i	1.7	-1.8%	21%	-4.6%	1.1	1%	-2	-5
CC1(C)SC(=S)N(Cc2ccc3c(c2)OCO3)C1N(O)C(=O)NC1CCCCC1 (stereo unspecified)	5%	·	·	i	0.4	0.5%	12%	-1.3%	1.1	11%	10	-4
CC(=O)c1cc(C#N)c(NCc2ccccc2)nc1C	-1%	4	632	i	0.4	-1.8%	-2%	1.3%	1.1	0%	6	7
Cc1cccc(NC(=S)NCC23C=CC(O2)C2C(=O)N(c4ccc(Cl)cc4)C(=O)C23)c1 (stereo unspecified)	-50%	-4	661	+	4.1*	0.5%[50 µM]	-18%	-1.9%	1.1	1%	12	20
C=CCNC(=O)/C(C#N)=C/c1cn(-c2ccccc2)nc1-c1ccc(OC)c([N+](=O)[O-])c1	-3%	1	688	i	0.4	0.4%	5%	-1.9%	1	-1%	6	9
COc1ccc(NC(=O)c2ccc3c(c2)OCO3)cc1Cl	-4%	·	·	i	1.0	-2.7%	4%	-2.5%	1.1	-2%	7	79
Cc1cccc(CSc2nnc(-c3ccco3)o2)c1	0%	-2	658	i	0.4	0.3%	-3%	-1.4%	1	9%	33	17
CCC(C)NC(=O)c1ccc([N+](=O)[O-])c(Cl)c1 (stereo unspecified)	12%	11	658	i	0.7	0.8%[50 µM]	14%	2.9%	1.1	5%	-19	5
Cc1cc[n+](-c2[nH]c(=O)sc2/C=N/N=C(\[O-])c2ccccc2)cc1C	4%	-5	683	i	0.2	0.1%	-3%	-1.1%	1.2	11%	5	4
O=C(N/C(=C\c1ccc(F)cc1)C(=O)N1CCCCCC1)c1ccccc1	9%	-13	700	i	0.1	0.4%	0%	0.6%	1.1	11%	-9	9
COc1ccc(C2N(c3ccc(OC)cc3)C(=S)N3CCCN23)cc1 (stereo unspecified)	3%	-2	682	i	0.5	3.1%[50 µM]	5%	3.3%	1.1	-2%	19	-4
CCOc1ccc2[nH]c(=O)c(CN(CCO)C(=O)CC)cc2c1	8%	-9	719	i	2.2	0.0%	12%	-0.8%	1	14%	22	6
COc1ccc(NC(=S)NC(NC(=O)c2cccc(Cl)c2)C(Cl)(Cl)Cl)c([N+](=O)[O-])c1 (stereo unspecified)	9%	-2	719	i	6.0	-0.2%	13%	-1.0%	0.9	14%	39	-3
O=C(c1ccccc1)C(Cn1cncn1)C(Sc1ccccc1)c1ccccc1 (stereo unspecified)	-6%	-17	728	i	0.9	1.5%	-1%	0.0%	1.1	-1%	-2	2
O=C(COC(=O)C1CC1)Nc1ccccc1Sc1ccccc1	4%	-1	654	i	0.5	-0.2%	-1%	4.1%	1.1	3%	-4	-13
O=C(NCc1cccc(C(F)(F)F)c1)C1CCCN(c2ncccn2)C1 (stereo unspecified)	-7%	·	·	i	0.9	0.6%	-2%	2.8%	1.1	-1%	7	-9
Cc1nnc(SCc2ccccc2)n1N	5%	-7	611	i	0.8	0.3%	6%	-1.6%	1.1	10%	-4	3
CCCC(=O)Nc1ccc(N2CCN(C(=O)c3ccccc3C)CC2)cc1	7%	14	715	i	1.1	-0.2%	10%	-0.5%	1.1	5%	7	-4
O=C1CSCC(=O)N1c1ccccc1	12%	-2	761	i	0.8	0.0%	14%	-3.7%	1	7%	-6	-20

Screening results: PubChem, several laboratories
